Screens as filed in PubChem.
Bcl-B displacement = displacers of TR3 peptide from Bcl-B, primary screen, selectivity assay for Bfl-1 inhibitor project, biochemical, fluorescence polarization | FP displacement of FITC-TR3 peptide from Bcl-B; higher % means a stronger effect | displacement, % at 20 µM; hits with a dose series show IC50 in µM | hit rate 0.11% among 96,000 | AID 748;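 active means displacement above 50% at 20 µM plus a fluorescence interference ratio under 1.5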;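 further: plate controls were wells without compound for no effect and wells lacking Bcl-B protein for full effect; a part of the inactive calls stands beside numbers as strong as those of hits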
IL1B NFkB pot = enhances IL-1B driven NFkB nuclear translocation; AID 819; HUVEC IL-1B NFkB p65 nuclear translocation imaging; hit rate 0.3% among 94,000; activation, % at 2 µM;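 active means activation above 40%, about the mean plus 3 SD, also judged a hit on visual image review; inconclusive means activation above 40% but not a hit on visual review; inactive means activation not above 40% and no visual hit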;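 further: percent activation is computed from the nuclear over cytoplasmic p65 intensity ratio; values of inactives mirror those of a sister screen read the other way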
PLAP inhibitors HTS = inhibition of human placental alkaline phosphatase – biochemical, luminescence, HTS (AID 690); purified PLAP, luminescent substrate; higher % means a stronger effect; inhibition, % at 20 µM, or IC50 in µM where a hit was titrated; hit rate 0.08% among 96,000; in the data active means a potency from the dose series; inactive means the rest, 99 in 100 with inhibition below about 30%; further: strong numbers were not always called active
IL1B NFkB inh = blocks IL-1B driven NFkB nuclear translocation in HUVEC cells. AID 796. HUVEC IL-1B NFkB p65 nuclear translocation imaging. inhibition, % at 2 µM. hit rate 0.43% among 94,000;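 active means inhibition above about 30% together with a positive call from visual inspection of the well image, limit read from the data; inconclusive means inhibition above a set limit but visual check negative; inactive means inhibition not above a set limit, visual check negative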;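 further: nuclear over cytoplasmic p65 intensity ratio measured by imaging; 0% = IL-1B stimulated DMSO wells and 100% = unstimulated DMSO wells; values of inactives mirror those of a sister screen read the other way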
MRP resist rev = reverses drug resistance mediated by MRP; H69AR cells + 2 uM doxorubicin, CellTiter-Glo, 72 h; differential viability (reversal), % at 10 µM; hit rate 0.04% among 85,000;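 active means viability drop by adding the cancer drug above about 55%, with treated viability meeting a 40% cutoff, limit read from the data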;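 further: viability without doxorubicin minus viability with 2 µM doxorubicin for each compound; larger differential means the compound sensitizes cells more to doxorubicin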
MRP resist rev cytotoxicity = recorded beside MRP resist rev, whose call it bears; viability, %; H69AR cells, CellTiter-Glo, 72 h; measured here: cytotoxicity without doxorubicin
MRP resist rev with doxorubicin = second read-out of MRP resist rev, no call of its own (marks repeat the call); viability, %; measured here: viability with 2 uM doxorubicin; hits give low values
IL1B NFkB inh cell count 2 µM = also measured in IL1B NFkB inh; calls as there; cell count; measured here: cells passing quality filter;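 raw number of nuclei counted in each imaged well without normalization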
IL1B NFkB pot cell count 2 µM = second read-out of IL1B NFkB pot, no call of its own (marks repeat the call); cell count; measured here: cells passing quality filter
Numbers without * were called inactive; ? = inconclusive; · = no result given. An excerpt; count on the stated rates, not on these rows.

SMILES | Bcl-B displacement | IL1B NFkB pot | IL1B NFkB pot cell count 2 µM | PLAP inhibitors HTS | IL1B NFkB inh | IL1B NFkB inh cell count 2 µM | MRP resist rev | MRP resist rev cytotoxicity | MRP resist rev with doxorubicin
Cn1c(=O)c(-c2cc(Br)ccc2N)nc2ccccc21 | -8% | 10 | 171 | 22% | -10 | 171 | -7 | 63 | 70
Cc1c(NS(=O)(=O)c2ccc3c(c2)OCCO3)cccc1-c1nc2cccnc2s1 | -17% | -13 | 166 | -57% | 13 | 166 | -12 | 81 | 93
O=C1c2ccccc2C(O)N1c1ccc(Cl)cc1 (configuration not stated) | -17% | 3 | 198 | 19% | -2 | 198 | 6 | 95 | 89
Cc1ccc(OCCNC(=O)c2cncc(Br)c2)cc1C | 3% | 9 | 183 | 4% | -9 | 183 | · | · | ·
Cc1nn(-c2ccccc2)c(C)c1/C=N/NC(=O)c1cc(C2CC2)[nH]n1 | 0% | -3 | 123 | 12% | 3 | 123 | · | · | ·
CC1CCCCC1NC(=O)CN(C)S(=O)(=O)c1cccc2nsnc12 (configuration not stated) | 2% | 21 | 144 | -11% | -21 | 144 | -11 | 85 | 97
O=C(Cc1ccccc1)Nc1ccc2oc(-c3cccnc3)nc2c1 | -43% | 10 | 139 | -43% | -10 | 139 | -4 | 85 | 89
CCOC(=O)C1CCCN(C(=O)c2cc3nc(-c4ccc5c(c4)OCO5)cc(C(F)(F)F)n3n2)C1 (configuration not stated) | -5% | 2 | 155 | -14% | -2 | 155 | 6 | 91 | 85
Clc1cccc(NC2=NCCC2)c1 | 4% | -6 | 147 | -53% | 6 | 147 | · | · | ·
O=C1c2ccccc2C(=O)N1c1nc2nccc(-c3ccccc3)n2n1 | -31% | -6 | 159 | 10% | 6 | 159 | -11 | 84 | 95
Cc1cccc(NC(=O)NCC(F)(F)F)n1 | -3% | -4 | 77 | 13% | 4 | 77 | 10 | 93 | 83
CCOP(=O)(c1ccccc1Cl)C1(O)CCCCC1 (configuration not stated) | 2% | 0 | 119 | 17% | 0 | 119 | -1 | 88 | 88
COCCN(C(=O)c1ccco1)c1nnc(-c2ccc(OC)cc2)s1 | -1% | -4 | 163 | 3% | 4 | 163 | -12 | 80 | 92
O=C1C2C3C=CC(C3)C2C(=O)N1CN(Cc1ccccc1)CN1C(=O)C2C3C=CC(C3)C2C1=O (configuration not stated) | -7% | -2 | 149 | 6% | 2 | 149 | 25 | 68 | 43
c1ccc(-c2nc(-n3nc4ccccc4n3)nc3ccccc23)cc1 | -7% | 22 | 134 | 22% | -22 | 134 | · | · | ·
CC1=CC=CN2CC(O)CN=C12 (configuration not stated) | 3% | -1 | 147 | -14% | 1 | 147 | · | · | ·
CC(C)CC(=O)Nc1ccc(N2CCOCC2)cc1 | -7% | -20 | 59 | -6% | 20 | 59 | -3 | 87 | 90
Cc1ccc(-c2nc(NC(=O)c3nn(C)cc3[N+](=O)[O-])sc2C)cc1 | 2% | -24 | 121 | -8% | 24 | 121 | · | · | ·
COc1ccc(-c2cc(C(=O)OCC(=O)N3CCCC3)c3ccccc3n2)cc1 | 0% | -5 | 128 | -70% | 5 | 128 | 1 | 77 | 76
C/C(NCc1cccnc1)=C(\C#N)C(=O)NCc1ccccc1 | 0% | -1 | 202 | -3% | 1 | 202 | 4 | 89 | 85
CCc1ccccc1NC(=O)C(C)n1nc([N+](=O)[O-])c(Br)c1C (configuration not stated) | -3% | 5 | 146 | 7% | -6 | 146 | · | · | ·
CC1CCN(c2nc(-c3ccccc3O)nc3ccccc23)CC1 | 1% | 1 | 139 | -4% | -1 | 139 | -3 | 78 | 81
COc1ccccc1NC(=O)N1CCCC1C(=O)Nc1ccc2c(c1)OCO2 (configuration not stated) | · | -9 | 90 | · | 9 | 90 | 2 | 90 | 88
O=C(c1cc2ccccc2oc1=O)N(Cc1ccco1)Cc1cccs1 | -9% | 7 | 175 | -1% | -7 | 175 | 8 | 90 | 83
CC(C)Cc1nnc(NC(=O)c2ccc([N+](=O)[O-])cc2)s1 | 0% | -5 | 144 | -1% | 3 | 177 | · | · | ·
CCCCCCCC(=O)NNC(=O)CCC(=O)O | 0% | -7 | 157 | 15% | 7 | 157 | -3 | 83 | 85
CS(=O)(=O)N(CC(=O)N1CCCC1)c1ccc(Cl)c(Cl)c1 | -12% | 11 | 69 | 5% | -11 | 69 | 10 | 103 | 92
COc1ccc(S(=O)(=O)O/N=C2\CCSc3ccc(C)cc32)cc1 | -3% | 20 | 186 | 17% | -20 | 186 | · | · | ·
CCOC(=O)Cn1c(=O)oc2cc(S(=O)(=O)Nc3cccc(C)c3)ccc21 | -2% | 5 | 71 | 0% | -5 | 71 | 7 | 101 | 94
COc1cc(NC(=O)NC(C)(C(F)(F)F)C(F)(F)F)cc(OC)c1OC | 0% | -8 | 69 | -3% | 8 | 69 | 10 | 94 | 84
Fc1ccc(CSc2nnc(-c3cccnc3)n2Cc2ccco2)cc1 | 8% | 4 | 117 | -58% | -4 | 117 | 7 | 80 | 73
Cc1ccc(C)c(S(=O)(=O)NCc2ccncc2)c1 | -2% | 10 | 174 | -4% | -10 | 174 | -5 | 99 | 103
CCC(C)c1cc(S(=O)(=O)N2CCOCC2)ccc1OC (configuration not stated) | 0% | 10 | 125 | -42% | -10 | 125 | 9 | 87 | 78
Cc1ccc(-c2nnn(CC(=O)N3CCC(C)CC3)n2)o1 | -11% | 22 | 147 | 10% | -22 | 147 | · | · | ·
Cc1cccn2c(=O)c(/C=N/O)c(N3CCCC3)nc12 | -4% | -7 | 159 | 3% | 7 | 159 | 9 | 86 | 76
CN(C)CCCNCCCNC(=O)c1ccncc1 | 18% | -4 | 177 | 6% | 4 | 177 | 1 | 93 | 92
CCOC(=O)c1sc(N/N=C/c2cccc(C)c2)nc1C | -27% | -3 | 135 | -20% | 3 | 135 | · | · | ·
CC(=O)Nc1nonc1-n1nnc(C(=O)NCc2ccccc2)c1C | 1% | · | · | -16% | · | · | 1 | 100 | 99
Cc1ccc(-n2ccnc2SCC(=O)N(CC(C)C)C2CCS(=O)(=O)C2)c(C)c1 (configuration not stated) | -2% | -5 | 79 | -47% | 5 | 79 | · | · | ·
CC(C)CCC(CCN1CCOCC1)c1ccc2c(c1)OCO2 (configuration not stated) | -4% | · | · | -36% | · | · | -5 | 69 | 75
Cc1ccc(C)c(C(=O)Nc2c(C(N)=O)oc3ccccc23)c1 | 13% | · | · | 12% | · | · | 17 | 85 | 68
O=S(=O)(Nc1cccnc1)c1ccc(Cl)c(C(F)(F)F)c1 | -9% | 11 | 129 | -14% | -11 | 129 | 5 | 109 | 104
Cc1ccccc1NC(=O)CC1SC(=NC2CCCCC2)NC1=O (configuration not stated) | -6% | · | · | -2% | · | · | 4 | 108 | 104
CC(C)NC(=O)CSCc1cccc(Br)c1 | -2% | 5 | 186 | 14% | -5 | 186 | 2 | 93 | 92
O=C(CN1C(=O)COc2ccccc21)NCCN1CCC(Cc2ccccc2)CC1 | 1% | -1 | 187 | -66% | 1 | 187 | 4 | 75 | 71
Cc1cc(C)cc(-n2nnc(C(=O)NCc3ccccc3Cl)c2N)c1 | -3% | 9 | 137 | 0% | -9 | 137 | 16 | 99 | 83
COc1ccc(CN(C(=O)CSc2nnc(-c3c[nH]c4ccccc34)o2)c2ccc(F)cc2)cc1OC | · | ? | · | · | -46 | 133 | -1 | 11 | 12
CCOc1ccc(NC(=O)c2cccc3c2C(=O)N(Cc2cccnc2)C3)cc1 | 8% | · | · | -13% | · | · | · | · | ·
Cc1ccc(OCC(=O)N/N=C/c2ccco2)cc1 | -15% | · | · | -2% | · | · | 4 | 109 | 104
COc1ccc2c(c1)C(NC(C)=O)C(=O)N2C (configuration not stated) | -7% | ? | · | -6% | -42 | 160 | -26 | 69 | 95
COc1ccc(CN(C(=S)Nc2ccccc2)C2CC(=O)N(c3ccc(F)cc3)C2=O)cc1 (configuration not stated) | -2% | 11 | 201 | 6% | -11 | 201 | · | · | ·
O=C(c1ccc([N+](=O)[O-])cc1)N(Cc1ccc(Cl)cc1)N1C(=O)CCCC1=O | -1% | -23 | 103 | 22% | 23 | 103 | 13 | 86 | 74
CC(C(=O)O)c1n[nH]c(=O)c2ccccc12 (configuration not stated) | 1% | -4 | 82 | 7% | 4 | 82 | 18 | 113 | 95
CCOC(=O)c1c(N=CN(C)C)c(C#N)c2n1CCCC2 | · | -11 | 76 | · | 11 | 76 | 7 | 91 | 84
CCn1c(C(=O)NCc2ccccn2)cc2sccc21 | 0% | · | · | 1% | · | · | 0 | 87 | 87
Cc1ccc(S(=O)(=O)N2CCCC2C(=O)Nc2ccc(O)cc2)cc1 (configuration not stated) | 3% | · | · | -6% | · | · | -8 | 70 | 78
Cc1csc(NC(=O)C(Cc2ccccc2)n2cccc2)n1 (configuration not stated) | -5% | 5 | 74 | 8% | -5 | 74 | 19 | 95 | 76
CCn1c(SCC(=O)Nc2nccs2)nnc1-c1ccc(S(=O)(=O)N2CCCCC2)cc1 | 4% | 16 | 156 | -40% | -16 | 156 | -12 | 56 | 68
C=CCN1C(=O)c2ccccc2Sc2ccc(C(=O)N3CCN(C)CC3)cc21 | -3% | -7 | 177 | -34% | 7 | 177 | 4 | 81 | 77
Cc1c(NC(=O)c2ccccc2)c(=O)n(-c2ccccc2)n1C | · | -7 | 93 | · | 7 | 93 | -9 | 85 | 94
Remaining list, next part
SMILES | Bcl-B displacement | IL1B NFkB pot | IL1B NFkB pot cell count 2 µM | PLAP inhibitors HTS | IL1B NFkB inh | IL1B NFkB inh cell count 2 µM | MRP resist rev | MRP resist rev cytotoxicity | MRP resist rev with doxorubicin
CN(C)C(=O)N1CCC(C(=O)NCc2cccs2)CC1 | -1% | · | · | -20% | · | · | · | · | ·
CC(C)n1c(SCC(=O)Nc2nc3c(s2)CCCC3)nc2c1c(=O)n(C)c(=O)n2C | · | 0 | 137 | · | 0 | 137 | -17 | 34 | 51
CCn1c(SCC(=O)N2CC(=O)Nc3ccccc32)nnc1-c1ccoc1C | -11% | 7 | 74 | -15% | -7 | 74 | 12 | 90 | 78
Cc1ccc(NC(=O)/C(=C/c2ccco2)c2ccccc2)c(C)c1 | -5% | 3 | 201 | 14% | -3 | 201 | 18 | 93 | 76
CC(=O)OC1COC(n2ccc3ccccc32)C(OC(C)=O)C1OC(C)=O (configuration not stated) | 0% | 14 | 163 | -51% | -14 | 163 | 4 | 81 | 77
CCn1c(SCC(=O)Nc2cc(C)on2)nc2c(c1=O)SC(C)C2 (configuration not stated) | -8% | -3 | 87 | 16% | 3 | 87 | 5 | 98 | 93
Cc1nnc(Oc2ccccc2F)c2ccccc12 | 26% | -2 | 169 | -24% | 2 | 169 | 26 | 102 | 76
O=C(Nc1ccc2c(c1)OCCO2)c1cccc(S(=O)(=O)N2CCCCC2)c1 | -8% | 3 | 145 | 21% | -3 | 145 | 15 | 93 | 77
O=C1c2ccccc2-c2ncnc3c(N4CCOCC4)cc(N4CCOCC4)c1c23 | 23% | · | · | 0% | · | · | 3 | 61 | 58
Cc1ccc(-n2c(C)c3c(C)nnc(C)c3c2C)cc1 | 19% | · | · | 4% | · | · | 7 | 81 | 74

4 compounds drawn at random from those above:
SMILES | Bcl-B displacement | IL1B NFkB pot | IL1B NFkB pot cell count 2 µM | PLAP inhibitors HTS | IL1B NFkB inh | IL1B NFkB inh cell count 2 µM | MRP resist rev | MRP resist rev cytotoxicity | MRP resist rev with doxorubicin
CC(=O)OC1COC(n2ccc3ccccc32)C(OC(C)=O)C1OC(C)=O (configuration not stated) | 0% | 14 | 163 | -51% | -14 | 163 | 4 | 81 | 77
CCn1c(SCC(=O)Nc2cc(C)on2)nc2c(c1=O)SC(C)C2 (configuration not stated) | -8% | -3 | 87 | 16% | 3 | 87 | 5 | 98 | 93
Cc1nnc(Oc2ccccc2F)c2ccccc12 | 26% | -2 | 169 | -24% | 2 | 169 | 26 | 102 | 76
CCn1c(SCC(=O)N2CC(=O)Nc3ccccc32)nnc1-c1ccoc1C | -11% | 7 | 74 | -15% | -7 | 74 | 12 | 90 | 78
